High-throughput results deposited in PubChem BioAssay by The Scripps Research Institute Molecular Screening Center.
TCR-CD3 inh: inhibitors of human TCR-CD3 interaction; TAMRA-labeled TCR probe fluorescence, biochemical; inhibition, % at 9.4 µM; hit rate 0.37% among 360,000; in the data active means inhibition above about 19%;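 further: recombinant mutant TCR 2C K166C tagged with TAMRA read by polarization; 0% = receptor in buffer alone and 100% = receptor with positive control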
PG9 Ab binder: PG9 antibody binding by small molecule. AID 624416. inhibition, % at 6.7 µM. hit rate 0.43% among 360,000. TR-FRET gp120-PG9 antibody binding; in the data active means inhibition above about 8.5%
PRMT1 inh: inhibitors of human PRMT1 | inhibition, % at 2.79 µM | AID 652257 | hit rate 1.3% among 370,000 | Q99873 | recombinant PRMT1, activity-based probe fluorescence polarization;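 active means inhibition above about 21% made by adding two undisclosed values, limit read from the data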
SIAE inh: inhibitors of human sialic acid acetylesterase SIAE. Q9HAT2. SIAE FP-Rh probe binding, fluorescence polarization. inhibition, % at 9.66 µM. hit rate 0.69% among 370,000. AID 1053197;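 active means inhibition above a cutoff: mean of compounds within the control limits plus 3 SD of those, cut at about 17% in these data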;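 further: 0% = plate median of compound wells and 100% = probe without SIAE protein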
HTRA1 inhibitor: blocks human HTRA1 serine peptidase. Q92743. recombinant HTRA1, FP-rhodamine activity-based probe, fluorescence polarization. inhibition, % at 5.96 µM. hit rate 0.5% among 340,000. AID 504803; in the data active means inhibition above about 36%;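 further: 0% = enzyme with DMSO and 100% = wells lacking enzyme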
Target sequence (Q92743 whole entry, looked up): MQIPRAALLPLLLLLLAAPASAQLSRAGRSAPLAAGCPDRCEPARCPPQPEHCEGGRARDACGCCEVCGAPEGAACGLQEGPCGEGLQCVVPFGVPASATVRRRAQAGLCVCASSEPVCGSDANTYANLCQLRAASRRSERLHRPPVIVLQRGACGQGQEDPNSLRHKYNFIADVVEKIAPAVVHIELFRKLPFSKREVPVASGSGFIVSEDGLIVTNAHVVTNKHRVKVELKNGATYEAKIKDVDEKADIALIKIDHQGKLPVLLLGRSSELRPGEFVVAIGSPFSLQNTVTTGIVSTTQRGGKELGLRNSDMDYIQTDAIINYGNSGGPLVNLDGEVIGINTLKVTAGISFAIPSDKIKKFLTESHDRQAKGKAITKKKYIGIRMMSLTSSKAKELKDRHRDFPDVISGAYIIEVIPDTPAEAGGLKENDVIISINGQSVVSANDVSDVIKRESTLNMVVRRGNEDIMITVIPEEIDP
TDP2 inh: blocks human TDP2 phosphodiesterase activity. recombinant TDP2, T5PNP hydrolysis, p-nitrophenol absorbance 415 nm. inhibition, % at 12.8 µM. hit rate 0.34% among 370,000. AID 720702;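 active means inhibition above the mean of all tested compounds plus 3 SD, set per campaign, cut at about 25% in these data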;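 further: 0% = DMSO with enzyme and 100% = buffer with substrate but no TDP2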
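Material: recombinant human TDP2; quantity: TDP2 enzyme at 120 nM final; medium: Tris-HCl pH 7.5 with MgCl2; compound: single concentration, 12.8 µM nominal, with 1% DMSO; incubation: 2 h enzyme incubation at 37 °C; signal: epi absorbance; measure: percent inhibition; benchmarks: high control without enzyme, low control DMSO plus TDP2; repeats: singlicate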
UHRF1 binding: UHRF1 methyl-DNA binding inhibition | Q96T88 | UHRF1 binding to methylated oligo, TR-FRET | inhibition, % at 4.4 µM | hit rate 0.75% among 370,000 | AID 687016; in the data active means inhibition above about 21%;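 further: UHRF1 SRA domain binding a hemimethylated CpG hairpin DNA probe; 0% = median of test compound wells and 100% = reference inhibitor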
LEDGF integ inh: blocks HIV-1 LEDGF/p75-dependent DNA integration; AID 743269; TR-FRET IN-LEDGF/p75 DNA integration, Eu/Cy5; hit rate 0.64% among 370,000; inhibition, % at 3.7 µM;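 active means inhibition above the screen-wide mean plus 3 SD, cut at about 13% in these data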;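 further: signal is the Cy5 over europium emission ratio at 671 and 618 nm; 0% = plate median of compound wells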
DDE Tn7 FP inh: DD(E)-Tn7 binding inhibition, primary FP screen; P02675; FP displacement of FITC-Tn7 peptide from fibrin DD(E); 0% = median of compound wells per plate; inhibition, % at 8.3 µM; hit rate 0.13% among 370,000;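 active means inhibition above the mean of compounds falling within the control limits plus 3 SD of them, cut at about 14% in these data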;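 further: 0% = plate median of compound wells and 100% = 10 µM Aha-Tn7 peptide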
Target sequence (P02675 whole entry, looked up): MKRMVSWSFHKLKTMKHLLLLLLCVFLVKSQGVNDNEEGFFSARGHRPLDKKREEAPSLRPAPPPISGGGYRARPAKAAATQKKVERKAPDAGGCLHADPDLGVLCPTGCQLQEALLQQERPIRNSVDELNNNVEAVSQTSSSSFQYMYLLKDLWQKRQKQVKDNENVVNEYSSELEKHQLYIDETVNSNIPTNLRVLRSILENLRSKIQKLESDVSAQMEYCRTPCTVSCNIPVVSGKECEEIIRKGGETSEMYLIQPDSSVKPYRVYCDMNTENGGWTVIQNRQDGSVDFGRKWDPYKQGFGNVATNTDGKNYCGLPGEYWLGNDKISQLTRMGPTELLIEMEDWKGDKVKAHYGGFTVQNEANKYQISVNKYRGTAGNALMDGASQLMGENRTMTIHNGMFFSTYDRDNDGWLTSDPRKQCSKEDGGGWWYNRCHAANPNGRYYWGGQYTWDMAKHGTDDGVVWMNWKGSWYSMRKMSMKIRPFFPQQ
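Measure: % inhibition scaled between sample-field median and high-control FP; Test system: human fibrin DD(E); Quantity: 2 µM final DD(E) protein; Doses: one dose, 8.3 µM nominal; Schedule: compound with protein 10 min, then 3 h after probe, room temperature; Detection: fluorescence polarization; Medium: Tris buffer with calcium and detergent, pH 7.8.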
mABHD4 FP: inhibitors of mouse ABHD4. Q8VD66. purified mABHD4, FP-Rh probe fluorescence polarization. inhibition, % at 8.92 µM. hit rate 0.54% among 370,000;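 active means inhibition exceeding the mean over every tested compound plus 3 SD, cut at about 30% in these data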;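 further: 0% = plate median of compound wells and 100% = S159A mutant with DMSO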
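Material: mouse ABHD4 enzyme, wild type; Benchmarks: S159A mutant high control, sample median low control; Buffer or medium: HEPES pH 7.0, NaCl, Pluronic buffer; Signal: fluorescence polarization; Read-out: percent inhibition of probe binding, normalized to plate controls; Timing: pre-incubation 45 min, probe exposure 60 min, at 25 °C; Dosing: 8.92 µM, single dose.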
* marks the source's active call; other numbers are inactive results; · = no result given. Rows were taken by chance; any-hit rate near 4.2%.

cpd	smiles	TCR-CD3 inh	PG9 Ab binder	PRMT1 inh	SIAE inh	HTRA1 inhibitor	TDP2 inh	UHRF1 binding	LEDGF integ inh	DDE Tn7 FP inh	mABHD4 FP
1	COc1ccc(S(=O)(=O)N(C)C[C@H]2Oc3ccc(NS(=O)(=O)c4c(C)noc4C)cc3C(=O)N([C@H](C)CO)C[C@@H]2C)cc1	0	1.4	-1	-3	-2	6	-4	1	1	7
2	Cc1ccccc1OCC(=O)OCC(=O)Nc1cc(S(=O)(=O)N2CCCCC2)ccc1Cl	2	-2.1	-5	-10	-11	0	-1	4	-2	-9
3	CN(Cc1ccccc1)C(=O)[C@@H]1CCCN1C(=O)[C@@H]1CCCN1C(=O)c1cccs1	6	0.0	0	4	·	5	-1	-10	-6	6
4	CC(=O)N(C)c1ccc(NC(=O)Nc2ccc(C)c(C)c2)cc1	0	-1.2	-2	-1	-3	-15	4	1	-4	6
5	Cc1ccc(N(C(=O)CS(=O)CC(=O)Nc2ccc(F)cc2)C(C)C(=O)NC(C)(C)C)cc1 (centres undefined)	2	0.7	-1	-1	-4	-18	2	-2	10	0
6	COc1ccc(S(=O)(=O)/N=C2/NC(=O)/C(=C/c3ccco3)S2)cc1	12	-1.9	47*	-23	3	10	76*	39*	-2	29
7	CCN(CC)c1ccc(C(=O)OCc2cc(=O)oc3cc(O)ccc23)cc1	9	2.7	-1	-15	-33	-4	0	0	3	-5
8	CSc1nc2sc3c(c2c(=O)n1C)CCC3	9	-1.4	-2	1	0	9	-1	1	-4	1
9	COc1ccc(-c2nc3ccccc3c(=O)n2NC(=S)N(C)C)cc1	-3	1.0	24*	1	-2	0	3	-1	-1	-1
10	N#CC(C#N)=C(N)/C(C#N)=C/c1cc(O)c(O)c(O)c1	6	-14	20	-14	19	-4	-1	5	8	33*
11	CCNc1nc(NC(C)(C)C)nc(N2CCCC2)n1	2	0.2	32*	4	0	2	-3	-1	10	8
12	COC(=O)[C@H](C(C)C)N(CCCc1cn(Cc2ccc(C)cc2)nn1)S(=O)(=O)c1ccc(F)cc1Br	·	·	1	-1	·	5	1	-3	10	-2
13	O=C(CCC(=O)Nc1ccc(Br)cc1)N/N=C/c1ccc(O)cc1	2	-1.2	1	-4	-10	-4	2	-2	-4	-5
14	COc1ccccc1-n1cnc2cc(NCc3ccco3)ccc21	12	-0.8	4	12	8	9	4	3	-4	14
15	O=C(NCCCN1CCCCC1)C1CCCN(c2ncnc3c2nc2n3CCCCC2)C1 (centres undefined)	9	-1.4	-2	3	4	11	1	1	-1	7
16	C=CCNC(=S)N/N=C/c1ccc(OCc2ccccc2Cl)cc1	5	-3.9	-3	-7	-10	-15	0	3	5	-12
17	Cn1c(=O)n(C)c2cc(S(=O)(=O)NCCO)ccc21	4	-0.6	-1	3	-1	14	-5	2	1	-4
18	CS(=O)(=O)c1cccc(-c2nnc(NC(=O)c3ccc(S(=O)(=O)N4CCCC4)cc3)o2)c1	-6	-3.4	-2	12	-1	16	-3	1	-4	-1
19	CC1(C(=O)Nc2cnc3ccccc3c2)CCN1Cc1ccccc1OC(F)F (centres undefined)	4	0.0	-1	0	·	-1	-3	1	-3	-7
20	Cc1cccn2c(=O)c3cc(C(=O)NCC4CCCO4)c(=N)n(C4CCCCC4)c3nc12 (centres undefined)	6	1.2	-3	0	-1	-7	-2	0	-6	4
21	CCOC(=O)c1ccccc1NC(=O)CSc1nnc(Cc2cccn2C)n1-c1ccc(F)cc1	-2	0.3	5	2	-4	-15	0	2	-7	4
22	COc1ccc(S(=O)(=O)N2CCN(c3cnccn3)CC2)cc1OC	-1	-0.6	21*	1	1	-4	4	-1	7	-4
23	CC(=O)N/N=C\c1ccccc1OC/C=C/c1ccccc1	0	1.7	3	2	-5	5	-1	-3	7	-3
24	COC(=O)C1=CN(c2ccc(OC)cc2OC)C(N)=C(C#N)C1c1ccc(OC)cc1 (centres undefined)	6	-1.8	0	4	·	9	-2	0	5	4
25	C/C(=N\NC(N)=S)C1(C)CC2(CC(C)(C)OC2=O)C(=O)O1 (centres undefined)	1	-2.5	-4	13	·	5	0	2	-1	3
26	O=C(NC1CCN(Cc2ccccc2)CC1)c1ccc(Cn2c(=S)[nH]c3ccc(N4CCOCC4)cc3c2=O)cc1	-6	-1.0	-3	5	8	-7	3	7	0	8
27	CCOC(=O)C(NC(=O)Nc1ccc(F)cc1F)(Oc1ccccc1)C(F)(F)F (centres undefined)	1	-2.0	0	9	6	-3	2	-2	0	7
28	Cc1ccc(S(=O)(=O)Oc2ccc3ccc(O)cc3c2)cc1	2	-0.8	-1	0	-18	2	-1	0	1	-5
29	CCN(CC(=O)Nc1cc(Cl)ccc1C)C(=O)c1ccc2c(c1)NC(=O)C(C)S2 (centres undefined)	4	-0.6	-1	-6	-5	-10	1	4	-2	-3
30	Cc1cc(NC(=O)C2C3C(=O)N(CCC(C)C)C(C(=O)NCc4ccccc4)C34C=CC2(C)O4)no1 (centres undefined)	1	2.2	0	-1	5	7	-3	-1	4	4

Ordered by formula weight (low to high): part of the list above.
cpd	smiles	TCR-CD3 inh	PG9 Ab binder	PRMT1 inh	SIAE inh	HTRA1 inhibitor	TDP2 inh	UHRF1 binding	LEDGF integ inh	DDE Tn7 FP inh	mABHD4 FP
10	N#CC(C#N)=C(N)/C(C#N)=C/c1cc(O)c(O)c(O)c1	6	-14	20	-14	19	-4	-1	5	8	33*
16	C=CCNC(=S)N/N=C/c1ccc(OCc2ccccc2Cl)cc1	5	-3.9	-3	-7	-10	-15	0	3	5	-12
6	COc1ccc(S(=O)(=O)/N=C2/NC(=O)/C(=C/c3ccco3)S2)cc1	12	-1.9	47*	-23	3	10	76*	39*	-2	29
19	CC1(C(=O)Nc2cnc3ccccc3c2)CCN1Cc1ccccc1OC(F)F (centres undefined)	4	0.0	-1	0	·	-1	-3	1	-3	-7
24	COC(=O)C1=CN(c2ccc(OC)cc2OC)C(N)=C(C#N)C1c1ccc(OC)cc1 (centres undefined)	6	-1.8	0	4	·	9	-2	0	5	4
18	CS(=O)(=O)c1cccc(-c2nnc(NC(=O)c3ccc(S(=O)(=O)N4CCCC4)cc3)o2)c1	-6	-3.4	-2	12	-1	16	-3	1	-4	-1
2	Cc1ccccc1OCC(=O)OCC(=O)Nc1cc(S(=O)(=O)N2CCCCC2)ccc1Cl	2	-2.1	-5	-10	-11	0	-1	4	-2	-9
21	CCOC(=O)c1ccccc1NC(=O)CSc1nnc(Cc2cccn2C)n1-c1ccc(F)cc1	-2	0.3	5	2	-4	-15	0	2	-7	4
26	O=C(NC1CCN(Cc2ccccc2)CC1)c1ccc(Cn2c(=S)[nH]c3ccc(N4CCOCC4)cc3c2=O)cc1	-6	-1.0	-3	5	8	-7	3	7	0	8

(more compounds)
cpd	smiles	TCR-CD3 inh	PG9 Ab binder	PRMT1 inh	SIAE inh	HTRA1 inhibitor	TDP2 inh	UHRF1 binding	LEDGF integ inh	DDE Tn7 FP inh	mABHD4 FP
31	Cc1nc(NC(=O)COC(=O)c2cc3c(s2)CCC(C)C3)c(Cl)cc1Cl (centres undefined)	3	-1.6	-3	4	-2	-2	4	2	4	3
32	COc1cccc(CN2CCc3ccc(NC(=O)CCc4ccc(C)cc4)cc3C2)c1O	-1	-0.8	0	11	-22	6	0	3	2	-4
33	CN(C(=O)c1ccc2c(=O)n3c(nc2c1)CCCCC3)c1ccccc1Cl	-6	-2.9	0	-6	1	16	0	-4	1	6
34	COC(=O)c1ccc(NC(=O)c2sc3nc(-c4ccccc4)cn3c2C)cc1	5	-1.0	-2	-19	-9	-10	2	1	-3	-1
35	COCCCN1C(=O)C(CC(=O)NC2CC2)CC(C(=O)N(C(C)C)C(C)C)=C1C (centres undefined)	0	-2.0	-1	5	·	-9	-2	-1	1	2
36	Cc1ccccc1C(=O)NC(=S)NCCC1=CCCCC1	-2	-0.6	2	-2	·	-18	2	-5	0	-11
37	Cc1ccn2c(=O)c(C(=O)NCCCN3CCCC3=O)c(O)nc2c1	-5	-2.9	4	1	6	9	1	0	-4	16
38	CCCCCC1C(=O)C[C@@H]2CCN3C(=O)CCC[C@H]1[C@H]23 (some centres undefined)	0	0.0	-1	2	5	-1	1	2	-4	0
39	O=C(NCCOC(=O)c1ccc(F)cc1)c1ccc(F)cc1	6	-0.7	-3	-2	0	-19	0	4	-3	-1
40	CC1(C)CC2(CCO1)OC(=O)CC2C(=O)NCc1ccccc1 (centres undefined)	8	-0.7	-2	1	5	3	-1	-1	-5	-3
41	Oc1c(C(c2ccccc2Cl)N2CCCC2)ccc2cccnc12 (centres undefined)	-3	1.4	3	6	30	5	-4	-2	0	12
42	N#C/C(=C/c1ccc(CNS(=O)(=O)c2ccccc2)o1)C(N)=O	-6	0.4	3	-1	-2	-4	1	-2	-7	6
43	O=c1cc(-c2ccc(C(F)(F)F)cc2)oc2ccccc12	2	-0.5	2	-4	-5	-3	-3	0	1	0

Screen by screen, as entered above:
mABHD4 FP for nos. 32–42, in order: -4, 6, -1, 2, -11, 16, 0, -1, -3, 12, 6
